Mcl-1 Bim block = disrupts Bim peptide binding to human Mcl-1; Q07820; Bead-based flow cytometry, Bim peptide-Mcl-1 binding; inhibition, % at 10 µM; actives 0.1% (n = 190,000); AID 1009; in the data active = inhibition above about 40%;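 also: 0% = no compound tracer wells and 100% = peptide blocker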
Mcl1-Bid inh = Mcl-1/Bid interaction inhibition | TR-FRET Mcl-1/Bid-Dy647 peptide binding, 1536-well | actives 0.97% (n = 220,000) | Q07820 | inhibition, % at 21.7 µM;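 active = compounds that cut the binding signal by more than half at the single screening dose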;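 also: His-tagged Mcl-1 with europium anti-His antibody binding Bid BH3 peptide; 0% = Mcl-1 plus peptide wells and 100% = peptide-only wells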
RGS4-Gao reg = modulates binding of RGS4 to human Galphao | Multiplexed bead flow cytometry; actives lie on both sides | actives 0.33% (n = 220,000) | binding response (% of control), % at 10 µM | P09471; in the data active = binding response below about 49% or above about 150%; inactive = in between;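 also: fluorescent Galphao activated with aluminum fluoride binding bead-coupled RGS4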
Target sequence (P09471 whole entry, looked up): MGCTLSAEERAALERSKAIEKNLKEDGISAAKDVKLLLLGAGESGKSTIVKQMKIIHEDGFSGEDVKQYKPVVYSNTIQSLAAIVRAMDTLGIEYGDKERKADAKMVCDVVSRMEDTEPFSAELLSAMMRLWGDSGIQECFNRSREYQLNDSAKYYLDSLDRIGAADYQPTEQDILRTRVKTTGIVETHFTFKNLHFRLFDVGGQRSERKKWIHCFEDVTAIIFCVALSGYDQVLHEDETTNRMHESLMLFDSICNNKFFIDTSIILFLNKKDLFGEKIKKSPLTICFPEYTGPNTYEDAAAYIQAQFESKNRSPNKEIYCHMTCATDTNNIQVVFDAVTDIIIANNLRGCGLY
ABCG2 block = blocks JC-1 efflux by human ABCG2 transporter | Q9UNQ0 | IgMXP3 cells, flow cytometry | inhibition, % at 6.6 µM | actives 0.1% (n = 190,000) | AID 1325;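 active = inhibition above 80%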;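 also: 0% = DMSO and 100% = nicardipine control wells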
Target sequence (Q9UNQ0 whole entry, looked up): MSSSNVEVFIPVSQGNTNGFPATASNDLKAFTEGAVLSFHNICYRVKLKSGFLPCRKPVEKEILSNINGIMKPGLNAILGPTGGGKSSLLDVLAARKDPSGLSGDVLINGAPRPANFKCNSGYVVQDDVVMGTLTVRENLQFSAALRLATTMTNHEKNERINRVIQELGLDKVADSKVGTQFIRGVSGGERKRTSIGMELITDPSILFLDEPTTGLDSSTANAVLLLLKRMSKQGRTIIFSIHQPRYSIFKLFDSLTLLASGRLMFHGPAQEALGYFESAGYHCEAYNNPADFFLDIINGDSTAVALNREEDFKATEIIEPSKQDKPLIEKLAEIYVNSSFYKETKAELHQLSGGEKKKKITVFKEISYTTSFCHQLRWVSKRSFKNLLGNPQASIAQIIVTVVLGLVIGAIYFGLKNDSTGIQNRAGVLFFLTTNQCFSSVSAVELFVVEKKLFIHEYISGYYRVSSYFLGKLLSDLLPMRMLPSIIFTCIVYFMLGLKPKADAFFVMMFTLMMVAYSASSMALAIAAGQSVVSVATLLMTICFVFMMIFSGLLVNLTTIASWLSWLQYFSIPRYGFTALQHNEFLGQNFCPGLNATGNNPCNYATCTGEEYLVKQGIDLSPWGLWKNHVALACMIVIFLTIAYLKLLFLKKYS
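Test system: IgMXP3 (ABCG2) plus far-red-tagged CCRF-Adr (ABCB1) cells / Amount: 3 million cells/mL in well / Reagent: JC-1 transporter substrate / Timing: 10 min compound exposure, 25 °C / Signal: flow cytometry, 530 nm JC-1 signal / Read-out: percent efflux inhibition, scaled nicardipine 100% to DMSO 0% / Benchmarks: nicardipine as high control, DMSO as low control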
ABCB1 block = human ABCB1 inhibition, ABCG2 as counter-screen; actives 0.067% (n = 190,000); P08183; inhibition, % at 6.6 µM; CCRF-Adr cells, JC-1 efflux, flow cytometry; AID 1326; in the data active = inhibition above about 40%;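 also: 0% = vehicle and 100% = reference inhibitor; higher value means more JC-1 retained so stronger ABCB1 efflux block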
Pf gametocyte = kills late stage P. falciparum gametocytes; inhibition, % at 10.9 µM; AID 743093; actives 0.065% (n = 150,000); P. falciparum stage V gametocytes, ATP luminescence, 24 h;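 active = inhibition above the mean plus 3 SD of compounds within the control limits, set per campaign, cut at about 38% in these data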;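 also: 0% = DMSO wells and 100% = medium only without gametocytes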
GSH fluor = compound fluoresces at 488/530 nm on GSH beads; GSH beads flow cytometry, compound fluorescence 488/530 nm; active compounds read high; fluorescence (KMESF) at 10 µM; actives 0.25% (n = 190,000); AID 1776; in the data active = fluorescence above about 89;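 also: glutathione beads carrying GST-tagged Bcl family fusion proteins plus one bare bead set; values are compound well signal with DMSO vehicle wells as background; inactives centre near 16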
Avidin bead fluor = compound fluoresces at 488/530 nm on avidin beads; actives 0.38% (n = 220,000); fluorescence (KMESF) at 10 µM; compound fluorescence 488/530 nm, flow cytometry; active compounds read high; in the data active = fluorescence above about 47; also: inactives centre near 10
Mcl1 Noxa PPI = disrupts binding of human Mcl-1 to Noxa peptide; Q07820; TR-FRET Mcl-1/Noxa peptide binding, 2 h; inhibition, % at 21.7 µM; actives 1.5% (n = 220,000); AID 1022;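 active = compounds that cut the protein-peptide binding signal by more than 50% relative to plate controls in a single-dose test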;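 also: His-tagged Mcl-1 with rhodamine Noxa BH3 peptide and terbium anti-His antibody; 0% = Mcl-1 plus Noxa peptide wells and 100% = peptide-only wells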
RGS7-Gao reg = modulates binding of RGS7 to human Galphao; AID 1439; binding response (% of control), % at 10 µM; P09471; Multiplexed bead flow cytometry; actives lie on both sides; actives 0.35% (n = 220,000); in the data active = binding response below about 49% or above about 150%; inconclusive = no clear call, values can overlap the other calls; inactive = in between;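 also: fluorescent Galphao held in activated GDP-AlF4 state binding bead-coupled RGS7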
RGS8-Gao reg = modulates binding of RGS8 to human Galphao | P09471 | multiplexed bead flow cytometry; actives lie on both sides | response (percent of control binding), % at 10 µM | actives 0.34% (n = 220,000) | AID 1423; in the data active = response below about 60% or above about 140%; inactive = in between;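 also: Galphao activated as the GDP aluminium fluoride complex binding bead-coupled RGS8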
The depositor's hits bear a star; u = inconclusive; x = no result given.

Compound	Mcl-1 Bim block	Mcl1-Bid inh	RGS4-Gao reg	ABCG2 block	ABCB1 block	Pf gametocyte	GSH fluor	Avidin bead fluor	Mcl1 Noxa PPI	RGS7-Gao reg	RGS8-Gao reg
COC(=O)c1cc2c(ccn2-c2ccc(F)cc2)n1Cc1cccc(OC)c1	-3	-58	100	4	x	-3	9	14	4	104	104
CC(C)NC(=S)N1CCC(Cc2ccccc2)CC1	4	-24	104	13	2.1	-11	12	12	0	u	102
CC(C)(C)OC(=O)N1CCC[C@H]1C(=O)NCc1ccc(Cl)cc1Cl	-5	-19	99	2	1.4	-21	13	10	11	u	99
COC(=O)c1nc(NC(=O)C(C)(C)C)n[nH]1	-2	-13	97	4	0.2	x	11	9	18	99	101
COc1ccc(C(=O)/C=C/c2ccc(OC)c(Cn3nnc4ccccc43)c2)cc1	2	-16	101	20	4.2	-14	16	16	-6	101	103
Cc1nonc1NC(=O)CSc1nnc(-c2ccoc2C)n1C	33	-13	103	3	0.5	x	22	11	3	104	103
O=C1C2CC=CCC2C(=O)N1c1nc2n(n1)C(c1ccccc1)CC(c1ccccc1)N2 (centres undefined)	0	-39	101	2	0.2	5	39	9	10	99	101
COc1ccc(C(=O)/C=C/c2ccc(OC)c(COc3ccc(F)cc3)c2)cc1	-6	-21	101	45	0.8	-21	29	14	11	102	101
Cc1ccc(OCCCCN2CCCCC2)c(Br)c1	0	8	109	0	0.0	x	14	4	19	111	115
Cc1ccccc1-n1c(SCc2ccccn2)nc2n[nH]c(C)c2c1=N	-3	-17	99	1	0.8	-30	21	18	12	104	101
O=C(COC(=O)c1cc(-c2ccccc2)nc2ccccc12)NCC1CCCO1 (centres undefined)	-1	8	99	15	1.2	-4	76	13	20	101	100
CC1=C(C(=O)Nc2ccccc2C)C(c2cccs2)NC(=S)N1 (centres undefined)	-5	-76	95	1	0.6	x	4	13	4	99	100

Two of the compounds above, with two lines to a compound.
Every second line gives: Mcl-1 Bim block, Mcl1-Bid inh, RGS4-Gao reg, ABCG2 block, ABCB1 block, Pf gametocyte, GSH fluor, Avidin bead fluor, Mcl1 Noxa PPI, RGS7-Gao reg, RGS8-Gao reg
> O=C(COC(=O)c1cc(-c2ccccc2)nc2ccccc12)NCC1CCCO1 (centres undefined)
  -1, 8, 99, 15, 1.2, -4, 76, 13, 20, 101, 100
> CC1=C(C(=O)Nc2ccccc2C)C(c2cccs2)NC(=S)N1 (centres undefined)
  -5, -76, 95, 1, 0.6, x, 4, 13, 4, 99, 100

Further structures
Compound	Mcl-1 Bim block	Mcl1-Bid inh	RGS4-Gao reg	ABCG2 block	ABCB1 block	Pf gametocyte	GSH fluor	Avidin bead fluor	Mcl1 Noxa PPI	RGS7-Gao reg	RGS8-Gao reg
O=C(COC(=O)CCC(=O)c1cccs1)Nc1ncc(Cl)cc1Cl	-1	-26	100	2	0.1	x	11	6	14	96	100
COC(=O)C1(C(O)C(=O)c2ccc(C)cc2C)CCCCC1 (centres undefined)	-4	2	102	-2	-2.3	x	30	16	9	103	101
CCCOc1ccccc1NC(=O)c1ccc([N+](=O)[O-])cc1	1	5	104	10	1.1	x	12	11	8	101	103
CCOC(=O)c1cnc(SCC(=O)Nc2ccc(N3CCOCC3)c(Cl)c2)nc1N	-2	-18	104	0	0.1	1	13	33	15	98	98
CC1(C)CC(=O)C=C(NC2CCCCCCC2)C1	-22	-22	100	1	1.4	13	34	7	-8	100	101
CNc1oc(/C=C/c2ccccc2)nc1C#N	-5	-43	101	2	-0.5	-20	19	9	15	106	104
COc1ccccc1C1CCN(c2ccc([N+](=O)[O-])c(OC)c2)CC1	x	-20	98	x	x	-9	x	3	-9	u	98
COc1cc2c(cc1OC)C(C)N(C(=O)c1c(C)noc1C)CC2 (centres undefined)	x	-5	100	x	x	-21	x	4	2	u	98
Cc1ccc(CNC(=O)c2sccc2-n2cccc2)cc1	-2	-20	91	4	0.8	x	45	4	16	93	89
C=C1C(=O)C=C[C@]2(C)C[C@@H]3OC(=O)[C@](C)(O)[C@H]3C[C@@H]12	x	-30	106	x	x	-16	x	13	0	u	103
Cc1nn(Cc2c(Cl)cccc2Cl)c(C)c1NC(=O)Cn1nc([N+](=O)[O-])c(Cl)c1C	-5	6	106	4	0.5	x	10	15	9	106	102
CCOc1ccc(S(=O)(=O)NCCC(=O)OCC(=O)N2CC(=O)Nc3ccccc32)cc1	-1	-10	100	1	0.3	-10	11	13	6	u	99
CSCCC(NC(=O)COc1ccccc1)C(=O)N1CCN(c2ccccc2F)CC1 (centres undefined)	-3	-84	104	4	1.4	x	45	8	-22	102	102
CC(=O)Nc1ccc(S(=O)(=O)NC(CC(=O)NCCCN2CCOCC2)C(C)C)cc1 (centres undefined)	-4	3	97	5	1.1	18	25	7	-4	97	100
CC(C)(C)N=C1C([N+](=O)[O-])=CC=C2C1=NC1(CCCCC1)N2O	-3	-8	98	-2	-0.3	6	8	13	4	94	96
Cc1ccc(-c2nnc(Nc3ccc4c(c3)OCO4)c3ccccc23)cc1S(=O)(=O)NCCO	1	-33	98	4	0.2	-8	4	13	29	98	101
COc1ccc2c(c1OC)C(=O)N1N=C(c3ccc(F)cc3)CC21 (centres undefined)	-2	-47	97	9	0.9	x	17	10	5	99	101
O=C(NNC(=O)c1csc(-c2cnccc2C(F)(F)F)n1)c1ccc(C(F)(F)F)cc1	x	-64	88	x	x	-14	x	8	-85	u	92
Oc1ccc(N=Nc2cccc(C(F)(F)F)c2)cc1C=Nc1ccc(N2CCOCC2)cc1	3	11	99	10	1.9	6	5	14	69*	103	123
COc1cccc(C(=O)N2CCCC(c3nc(-c4cccs4)no3)C2)c1 (centres undefined)	0	-4	97	3	0.8	x	54	8	5	95	103
Cc1ccc(-c2noc(CN3CCN(c4ccccc4F)CC3)n2)cc1	0	-8	105	-1	-0.1	x	17	5	-8	105	105
Cc1cccc(-c2n[nH]c(=S)n2/N=C/c2ccc(C)s2)c1	4	-33	95	-7	-0.9	-17	19	10	69*	106	94
CCOc1ccc(-c2[nH]nc3c2C(c2ccc4c(c2)OCO4)C(C#N)=C(N)O3)cc1OC (centres undefined)	0	-6	107	4	0.3	2	19	6	7	110	109
Cc1cc(NC(=O)/C=C/C(=O)N(CC(=O)NC2CCCC2)c2ccc(F)cc2)no1	1	-10	101	0	0.2	x	10	10	0	98	103
COc1ccccc1Oc1c(C)oc2c(CN3CCN(C)CC3)c(O)ccc2c1=O	-4	-16	100	-1	-0.1	x	17	28	3	102	101
CC1=CC(C)(C)N2C(=O)C3(NCCc4c3[nH]c3ccccc43)c3cccc1c32 (centres undefined)	-1	-43	109	0	0.4	-13	10	13	-12	105	107
Cc1ccc(-n2c(C)nn(CC3CC3)c2=O)cc1	-2	-38	103	1	-0.6	-3	13	8	3	u	100
COc1cc(NC(=O)CCc2c(C)nc3nc(C)nn3c2C)cc(OC)c1	-1	-11	98	12	1.0	x	24	26	5	102	99
CCC(CC)C(=O)c1c[nH]c(C(=O)OC)c1	-2	19	102	1	0.1	x	19	8	15	99	99
Nc1c(C(=O)NCCc2ccccc2)nnn1Cc1ccccc1	-5	-19	100	57	0.7	11	27	35	-11	100	101
CCCC1c2ccc(C)n2CCN1C(=O)Nc1ccc(F)cc1 (centres undefined)	-8	-27	122	8	0.5	x	48	17	-2	123	105
Cc1ccc(C)c(N(CC(=O)NC(C)(C)C)C(=O)CNC(=O)c2cccs2)c1	-1	-12	100	2	1.0	x	25	10	4	99	101
CC1=C(C(=O)OC(C)C)C(c2cccs2)N2C(=O)C(C)SC2=N1 (centres undefined)	1	-5	112	2	1.1	4	10	19	4	116	113
O=C1OC(C(=O)NCc2ccccc2)Cc2ccccc21 (centres undefined)	0	-30	98	2	-0.5	-4	11	11	-1	97	100
Cc1ccc(Nc2nc(N)nc(CN3CCCCCC3)n2)c(C)c1	-2	-21	96	0	0.2	14	21	8	2	99	100
Cn1ccc(C(=O)OCC(=O)Nc2cccc3ccccc23)n1	-1	-30	98	17	0.0	-11	14	14	15	93	100
O=C(OCC(=O)c1ccccc1Br)c1ccncc1	0	-4	99	-5	-0.5	-13	16	10	-10	u	100
O=C(NCC1CCCO1)c1sc2ccccc2c1Cl (centres undefined)	-3	-4	101	8	0.2	x	15	18	8	100	101
CC1CCN(CCCn2c(=S)[nH]c3c(sc4ccccc43)c2=O)CC1	-3	-80	96	-3	-0.7	13	12	10	59*	98	96
CCOC(=O)N1CCC(N(CCN(C)C)C(=S)Nc2cc(Cl)cc(Cl)c2)CC1	2	-41	100	6	0.3	-11	24	9	11	100	99
N=C1C(c2nc3ccccc3c(=O)[nH]2)=C(O)CN1CCO	0	-5	102	1	0.1	x	12	33	2	94	102
Cc1ccccc1NC(=S)N(C)Cc1cn(C)c2ccccc12	-6	-66	104	0	0.8	-26	6	13	8	101	103
O=C(N/N=C/c1ccc([N+](=O)[O-])o1)c1cn(-c2ccccc2)nc1-c1ccccc1	0	-14	102	-6	-0.9	-11	8	11	-16	98	101
O=C(OCC(=O)N1CCc2ccccc21)c1ccccc1	2	-16	106	1	0.1	x	27	5	-11	103	103
CC(=O)Nc1cc2c(cc1C(C)=O)OCCO2	0	12	95	3	0.4	-5	24	9	16	94	94
O=C(CCl)NNc1cccc(Cl)n1	-2	-7	97	0	0.3	x	36	10	16	120	98
Oc1ccc(N=Cc2c(O)ccc3ccccc23)cc1	x	-63	99	x	x	-2	x	8	-15	u	101
COc1cc2c(cc1OC)CN(Cc1ccc(C)s1)CC2	-1	38	103	3	1.2	x	29	9	25	100	99
COc1cc(C(=O)NCc2cn3cccc(C)c3n2)cc(OC)c1OC	0	-23	103	-2	-2.5	x	19	8	3	100	99
Cc1cc(C(=O)CN2CCCC2)c(C)n1-c1ccc(Cl)cc1	-3	-40	99	2	1.0	26	16	9	6	u	99
Cc1ccn2cc(CCNC(=O)C3CC=CCC3C(=O)O)nc2c1 (centres undefined)	x	-2	101	x	x	-24	x	10	15	u	100
CCNC(=O)Oc1ccc(-c2csnn2)cc1	-3	-13	101	3	0.4	-29	12	11	-12	102	102
CCC(=O)Nc1cccc(NC(=O)CSc2nnc(-c3ccc(NS(C)(=O)=O)cc3)n2C)c1	0	-41	105	1	0.1	-7	13	13	-15	97	94
CCN(CC)S(=O)(=O)c1cc(-c2nnc(-c3ccc(Br)cc3)o2)ccc1Br	0	3	99	-2	-0.9	x	19	22	14	97	106
Cc1ccc(C(=O)NC2CCN(CC(=O)NCc3cccs3)CC2)cc1	-2	-16	98	10	1.7	x	14	16	-2	u	98
CCn1c(=O)c2c3c(sc2n2c(=S)[nH]nc12)CCC3	3	9	100	0	-0.1	x	55	8	4	99	99
O=C(CN1C(=O)CNC1=O)Nc1cccc(C(F)(F)F)c1	-2	-43	104	1	-0.2	x	42	13	11	106	101

High-throughput results (PubChem)
